# High-throughput results (PubChem)
# PvdQ inh: P. aeruginosa PvdQ acylase inhibition; inhibition, % at 10 µM; 340,000 tested, 0.063% active; AID 488965; purified PvdQ acylase, fluorescence plate reader; in the data active means inhibition above about 30%, passing the limit was not always enough;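 further: 0% = vehicle neutral wells and 100% = reference inhibitor wells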
# C-LANA FP: KSHV C-LANA DNA binding inhibition | MBP-C-LANA/FAM-LBS DNA binding, fluorescence polarization | inhibition, % at 9 µM | 340,000 tested, 0.078% active;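 active means highest replicate inhibition at or above 60% at 9 µM, even if other replicates fall short; inactive means all replicates below 60% inhibition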;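 further: 0% = neutral control wells and 100% = 4 µM acridine orange control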
# CDK5 inh: inhibitors of human CDK5/p35 kinase. Q00535+Q15078. inhibition, % at 10 µM. Recombinant CDK5/p35, ADP-Glo luminescence, 60 min. 330,000 tested, 0.01% active;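 active means highest replicate inhibition of at least 50% and at least 75% of replicates reaching 50%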;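 further: plate controls were DMSO neutral control for no effect and GW8510 at 10 µM for full effect; many of its hits are not listed in these tables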
# Target sequence (Q00535 whole entry, looked up): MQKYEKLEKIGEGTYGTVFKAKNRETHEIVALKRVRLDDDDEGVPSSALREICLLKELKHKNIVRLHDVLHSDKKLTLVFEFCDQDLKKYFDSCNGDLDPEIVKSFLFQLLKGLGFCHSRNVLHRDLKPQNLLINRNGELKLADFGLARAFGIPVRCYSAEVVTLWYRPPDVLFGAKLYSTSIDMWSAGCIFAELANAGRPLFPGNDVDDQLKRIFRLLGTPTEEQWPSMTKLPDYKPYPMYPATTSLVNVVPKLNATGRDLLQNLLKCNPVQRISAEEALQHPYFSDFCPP
# Target sequence (Q15078 whole entry, looked up): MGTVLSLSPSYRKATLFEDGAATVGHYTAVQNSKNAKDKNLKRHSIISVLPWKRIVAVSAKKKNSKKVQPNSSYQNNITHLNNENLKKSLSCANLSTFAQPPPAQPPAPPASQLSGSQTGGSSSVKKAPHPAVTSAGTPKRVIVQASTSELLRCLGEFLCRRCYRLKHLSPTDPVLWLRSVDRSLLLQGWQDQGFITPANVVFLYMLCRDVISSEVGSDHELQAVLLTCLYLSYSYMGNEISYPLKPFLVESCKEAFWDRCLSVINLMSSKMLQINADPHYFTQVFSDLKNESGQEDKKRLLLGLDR
# PfHsp90 set2: growth inhibition of yeast expressing Plasmodium Hsp90 | S. cerevisiae expressing PfHsp90, BacTiter-Glo ATP, 48 h; yeast lacking PDR1 and PDR3 efflux regulators | inhibition, % at 9.4 µM | 310,000 tested, 0.32% active | AID 504621;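 active means every replicate shows inhibition above about 80%, whatever the replicate mean, limit read from the data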;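 further: 0% = DMSO neutral controls and 100% = 20 µM radicicol positive controls; yeast relying on Plasmodium falciparum Hsp90 in place of its own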
# NSD2 inh: blocks human histone methyltransferase NSD2; O96028; NSD2 peptide methylation, AlphaScreen, 120 min; inhibition, % at 12.5 µM; 310,000 tested, 0.54% active; in the data active means inhibition above about 50%
# Mot1-301 SUMO: inhibitors of SUMOylation pathway: yeast Mot1-301 growth rescue; S. cerevisiae Mot1-301 growth rescue, ATP luminescence, 38.5C; percent above DMSO median, 100 means doubled; growth rescue, % at 18.8 µM; 320,000 tested, 1% active;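 active means every valid replicate shows activation above 250% relative to neutral control wells; inactive means the rest, any valid replicate at or below 250%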;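 further: OY570 slx delta 5 strain wells were the positive control but not used for scaling; some compounds called inactive have numbers as strong as hits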
# dFosB activator: mouse delta FosB homodimer activation; P13346; purified delta FosB, TAMRA-CDK5 oligo fluorescence polarization; percent of positive-control signal above neutral wells; activation, % at 25 µM; 340,000 tested, 0.99% active; AID 493131;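 active means mean activation above about 17%, with every replicate also reaching it, limit read from the data, passing the limit was not always enough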;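 further: fluorescence polarization rise as delta FosB binds a TAMRA Cdk5 AP-1 oligo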
# Cardiac RTF inh: cardiac RTF calcium desensitization; IANBD-labeled cardiac RTF, Ca2+ fluorescence; AID 493244; inhibition, % at 7.15 µM; P19429+P45379; 340,000 tested, 0.12% active;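 active means inhibition above the mean inhibition of all tested compounds plus 3 SD, cut at about 17% in these data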;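 further: assay run at fixed EC70 calcium of 1.6 mM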
# Rtt109 HAT inh: C. albicans Rtt109 histone acetyltransferase inhibition; 330,000 tested, 0.16% active; purified Rtt109/Vps75, ThioGlo CoA-SH fluorescence, 4 h; AID 540336; inhibition, % at 34.9 µM;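 active means inhibition of at least 50% in every replicate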
# Target sequence (Q5AAJ8 whole entry, looked up): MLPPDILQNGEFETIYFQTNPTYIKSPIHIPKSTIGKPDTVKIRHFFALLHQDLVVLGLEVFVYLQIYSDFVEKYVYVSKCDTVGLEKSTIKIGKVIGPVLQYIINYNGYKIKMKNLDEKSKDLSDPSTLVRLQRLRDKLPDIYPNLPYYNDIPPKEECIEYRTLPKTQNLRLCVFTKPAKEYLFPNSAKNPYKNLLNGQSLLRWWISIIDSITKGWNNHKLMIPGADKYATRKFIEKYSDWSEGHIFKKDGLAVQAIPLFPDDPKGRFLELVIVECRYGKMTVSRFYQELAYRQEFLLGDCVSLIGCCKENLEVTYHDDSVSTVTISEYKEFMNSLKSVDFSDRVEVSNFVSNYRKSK
# Keap1-Nrf2 PPI: Keap1-Nrf2 (human) interaction inhibition | Q14145 | Keap1 Kelch-Nrf2 peptide fluorescence polarization, 1536-well | inhibition, % at 9.4 µM | 340,000 tested, 0.15% active | AID 504523; in the data active means inhibition above about 12%;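 further: human Keap1 Kelch domain with fluorescein labeled Nrf2 9mer peptide probe; 0% = neutral control wells and 100% = peptide positive control; higher means more block of Keap1 binding to Nrf2 peptide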
# cardiac RTF act: cardiac RTF calcium sensitization | activation, % at 7.2 µM | 340,000 tested, 0.24% active | AID 493008 | P19429+P45379 | IANBD-labeled TnC RTF fluorescence at EC20 calcium; 0% EC20 calcium, 100% full calcium;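 active means activation above the mean over all tested compounds plus 3 SD, cut at about 30% in these data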;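 further: rise in fluorescence read as greater calcium sensitivity of cardiac thin filaments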
# Starred values were filed as active, the others as inactive; i = inactive; / = not tested or not shown.
# The line under a structure holds: PvdQ inh	C-LANA FP	CDK5 inh	PfHsp90 set2	NSD2 inh	Mot1-301 SUMO	dFosB activator	Cardiac RTF inh	Rtt109 HAT inh	Keap1-Nrf2 PPI	cardiac RTF act
> CCOC(=O)N/N=C(\C)c1ccc(Oc2ncccn2)cc1
  -15	-6.1	0.1	17	-3	-2	-9	-7	0	0	-2
> COc1cccc(NC(=O)CN(C)C(=O)c2cc(CN3C(=O)c4ccccc4C3=O)ccc2OC)c1
  -13	0.2	-4.2	/	2	/	-8	3	7	-5	-3
> CCOC(=O)C(C(=O)OCC)N(C#N)c1nc(C)cc(C)n1
  8	-1.9	-0.3	3	/	14	-5	0	1	-5	0
> CCN(CC)S(=O)(=O)c1ccc(Cl)c(C(=O)Oc2cccnc2)c1
  -13	-0.1	-1.7	3	-2	-17	-2	-1	-5	-27	-1
> Cc1nnc(SCCCn2c(N3CCCCC3)nc3c2c(=O)[nH]c(=O)n3C)s1
  -8	0.2	-0.8	/	1	5	3	3	-3	-3	-3
> O=C(Nc1ccccc1Cc1ccccc1)c1ccccc1NS(=O)(=O)c1ccc(Cl)s1
  1	-0.9	0.8	-9	8	3	-4	1	13	5	-2
> Cc1onc(-c2ccccc2Cl)c1C(=O)Nc1ccc(-c2nnc3n2CCCCC3)cc1
  2	0.5	1.1	-8	1	3	-12	-6	10	-2	8
> O=C(Nc1ccccc1)C1CCN(C(=O)c2ccccc2)CC1
  -9	-0.7	-1.0	5	-3	-3	-4	-2	-5	-3	7
> O=C(Oc1coc(CSc2ncccn2)cc1=O)c1ccc(Br)o1
  -13	1.5	0.3	-8	1	12	-5	-16	-5	-14	-3
> CCCCS(=O)(=O)Nc1ccc2ncn(C)c(=O)c2c1
  -8	-0.2	-1.4	10	/	13	4	-7	/	-2	-1
> CC(C)(C)NC(=O)CSc1nc(O)cc(=O)n1-c1ccccc1
  2	-0.2	3.8	-3	-1	0	4	-5	10	-5	-1
> NC(=O)CC(NC(=O)Cc1ccc(Br)cc1)c1ccc(NCCc2ccc(Cl)cc2)c([N+](=O)[O-])c1 (stereo not given)
  3	-0.3	1.1	-20	/	/	3	-23	5	-1	-1
> Cc1ccccc1NC(=O)COC(=O)c1cc(S(=O)(=O)N2CCOCC2)ccc1C
  12	-0.5	0.6	0	31	5	-3	-3	5	6	2
> CCOc1ccc(NC(=O)c2c(OC)cccc2OC)cc1
  -8	0.1	-3.4	-19	3	11	-4	-4	5	-5	7
> O=C(NC1CCN(C(=O)NCc2ccccc2)CC1)c1cccc(F)c1
  10	0.3	0.5	-3	0	-2	-1	-12	17	5	-1
> O=C1CC(C(=O)N(c2ccccc2)C(C(=O)NC2CCCC2)c2ccncc2)CS1 (stereo not given)
  3	1.8	1.1	11	-1	319	-3	-2	5	-3	-2
> FC(F)(F)c1nc2ccccc2nc1N/N=C/c1ccc(Cl)cc1
  -12	-0.6	-2.1	-69	2	6	-12	-3	1	-5	2
> O=C(NCCCCNC(=O)C1CCCC1)C1CCCC1
  -10	0.4	-0.9	-6	-1	143	-2	-5	4	-6	4
> CCN(CC)CCN(Cc1cc2cc(C)ccc2[nH]c1=O)C(=S)Nc1ccccc1
  -14	-0.5	-3.0	3	17	34	-15	-7	6	-6	-1
> Cn1c(COc2ccc(F)cc2)nc2ccccc21
  -8	3.0	0.1	-2	20	-11	-15	-9	1	-3	-4

# The line under a structure holds: PvdQ inh	C-LANA FP	CDK5 inh	PfHsp90 set2	NSD2 inh	Mot1-301 SUMO	dFosB activator	Cardiac RTF inh	Rtt109 HAT inh	Keap1-Nrf2 PPI	cardiac RTF act
> CN(NS(=O)(=O)c1ccc(Cl)cc1)c1cnn(C)c(=O)c1Cl
  -10	-3.4	0.7	-1	-5	-1	-3	-4	8	2	-5
> Nc1nc(Br)c2c(F)cccc2c1-c1ccccc1
  -11	-0.1	1.6	14	-5	3	-9	-4	1	2	2
> COc1cc(C)c(C(N)=O)c(OC)n1
  -3	0.6	-0.7	/	-4	-10	5	6	5	-4	2
> COC(=O)c1ccccc1NC(=O)Nc1ccc2c(c1)OCO2
  -11	1.5	-0.3	23	-4	47	-4	-14	5	-1	-4
> O=C1C(C=NCc2ccccn2)=C(O)c2ccccc21
  1	-1.4	0.8	4	/	-7	-2	-5	/	0	7
> CCc1ccc(N(CC(=O)NCc2cccnc2)S(=O)(=O)c2ccccc2)cc1
  -5	0.4	-3.1	-13	0	-11	-5	0	0	-5	1
> C[C@H](CO)N1C[C@H](C)[C@@H](CN(C)S(=O)(=O)c2cccs2)Oc2ccc(NS(=O)(=O)c3ccccc3)cc2C1=O
  -4	3.6	-2.8	22	/	-15	-5	-3	1	-1	2
> CCN1CCN(c2ccc(NC(=O)c3ccc(C#N)cc3F)cc2Cl)CC1
  -14	3.5	-0.5	-6	5	126	1	-4	-4	3	-5
> Cc1nccc2[nH]c(=O)c(C(=O)NC3CCCCC3C)cc12 (stereo not given)
  12	-0.1	1.0	2	-2	0	2	-8	12	-1	-3
> COc1ccccc1NC(=O)c1oc2ccccc2c1NC(=O)c1cc(OC)c(OC)c(OC)c1
  -7	-0.5	0.4	9	-1	5	4	-2	4	4	-5
> CCCn1c(N)c(N(CCOC)C(=O)c2ccc([N+](=O)[O-])c(C)c2)c(=O)[nH]c1=O
  5	0.7	-0.5	-17	-3	-7	4	3	4	-1	-6
> Cc1nn(C)c(Cl)c1/C=N/OC(=O)c1ccccc1
  -4	-0.9	0.2	9	3	-5	-13	-6	-3	3	-1
> COc1ccc(C2C(C#N)=C(N)OC3=C2C(=O)CC(C)(C)C3)cc1OC (stereo not given)
  -9	0.3	1.3	2	-2	-4	1	-8	-2	0	-1
> O=C1CC(c2cccc(Cl)c2)Cc2nc(N3CCN(c4ccccc4)CC3)ncc21 (stereo not given)
  -7	0.0	0.4	7	-1	5	-8	-9	-2	-1	7
> O=C(c1cc([N+](=O)[O-])ccc1N1CCCCC1)N1CCCCC1
  -10	-1.0	0.2	/	-1	-3	-4	-6	4	-2	-3
> Cc1ccc(CN2C(=O)[C@H]3Cc4c([nH]c5ccccc45)C(C)(C)N3C2=O)cc1
  -4	-0.3	-0.3	16	/	81	-1	-11	2	-6	3
> Cc1c(Br)c([N+](=O)[O-])nn1CC(=O)NCCc1c[nH]c2ccccc12
  -7	0.5	1.8	-28	9	-8	-7	-8	7	-4	4
> COc1ccc(/C=C/C(=O)NC(=S)Nc2ccc(N3CCN(C(C)=O)CC3)cc2)cc1
  -12	1.0	-3.0	-24	0	-4	-5	-3	-10	1	1
> O=C(c1cc(Cl)c(=O)n(Cc2ccc(Cl)cc2)c1)N1CCOCC1
  8	-0.1	1.1	18	29	658*	-1	-3	6	-2	-2
> CCOc1cc(C(=S)N2CCOCC2)ccc1OC(=O)/C=C/c1ccc(OC)c(OC)c1
  15	-1.9	0.2	23	4	1	3	-9	8	-5	3

# The line under a structure holds: PvdQ inh	C-LANA FP	CDK5 inh	PfHsp90 set2	NSD2 inh	Mot1-301 SUMO	dFosB activator	Cardiac RTF inh	Rtt109 HAT inh	Keap1-Nrf2 PPI	cardiac RTF act
> C=C(C)CNc1cc(S(=O)(=O)N2CCOCC2)ccc1Oc1ccccc1
  -13	1.4	-1.2	-8	0	/	-1	-5	9	4	-6
> Cc1nc2cc(C(=O)OCC(=O)N(CC(C)C)C3CCS(=O)(=O)C3)ccc2n1-c1ccccc1 (stereo not given)
  -6	0.9	-3.9	12	3	i	-10	2	-5	-5	-2
> CCn1c(SC)nnc1-c1c[nH]c2ccccc12
  -8	-0.2	1.3	-3	/	-8	7	-3	-2	-5	8
> Cc1cc(C(=O)CN2C(=O)C(=O)N(CC(C)C)C2=O)c(C)n1C1CC1
  -1	0.9	-0.1	12	1	-5	0	4	-2	2	-4
> COc1ccccc1OCC(=O)Nc1sc2c(c1C(=O)NCC1CCCO1)CCC2 (stereo not given)
  8	-0.1	0.0	-13	-2	3	-11	0	11	0	-21
> Cc1cccc(CC(=O)N2CCC(n3nccc3NC(=O)C3CC3)CC2)c1
  0	0.9	-1.2	4	21	-15	-5	14	11	-4	0
> O=C(NC12CC3CC(CC(C3)C1)C2)c1cccnc1
  -6	0.6	0.7	/	-2	1	4	-3	-10	0	-3
> Cc1cc(C)n(C(=O)CNc2ccccc2Cl)n1
  -6	-2.0	1.7	-14	-7	-8	-2	4	-3	-6	2
> CCN(CC(=O)Nc1ccc(NC(C)=O)cc1)C(=O)/C=C/c1cn(Cc2ccccc2)nc1-c1cccnc1
  -10	0.6	-0.4	4	0	1	-12	-19	-10	-9	-7
> COc1ccc(C2c3[nH]c4ccccc4c3C[C@H]3C(=O)N(C4CCN(Cc5ccccc5)CC4)CC(=O)N23)cc1OC (stereo not given in full)
  -9	-0.9	1.3	-20	1	7	-12	-6	1	1	1
> CC(C)C[C@@H](C(=O)O)N(Cc1cccc(CN([C@@H](CC(C)C)C(=O)O)S(C)(=O)=O)c1)S(C)(=O)=O
  -10	-0.4	-3.1	/	/	0	2	8	-8	-4	-5
> Cc1cccc(NC(=S)NC(NC(=O)c2ccco2)C(Cl)(Cl)Cl)c1 (stereo not given)
  -14	1.1	-3.2	1	-2	-13	-3	-6	1	-7	-4
> Cc1cccc(/C=N/NC(=O)CNc2cccc3ccccc23)n1
  -15	-0.4	0.7	-20	5	12	-15	-10	-4	-2	-20

# 8 compounds already listed, sorted by molecular weight, low to high.
# The line under a structure holds: PvdQ inh	C-LANA FP	CDK5 inh	PfHsp90 set2	NSD2 inh	Mot1-301 SUMO	dFosB activator	Cardiac RTF inh	Rtt109 HAT inh	Keap1-Nrf2 PPI	cardiac RTF act
> O=C(NC12CC3CC(CC(C3)C1)C2)c1cccnc1
  -6	0.6	0.7	/	-2	1	4	-3	-10	0	-3
> Cc1cc(C)n(C(=O)CNc2ccccc2Cl)n1
  -6	-2.0	1.7	-14	-7	-8	-2	4	-3	-6	2
> Cc1cc(C(=O)CN2C(=O)C(=O)N(CC(C)C)C2=O)c(C)n1C1CC1
  -1	0.9	-0.1	12	1	-5	0	4	-2	2	-4
> Cc1cccc(CC(=O)N2CCC(n3nccc3NC(=O)C3CC3)CC2)c1
  0	0.9	-1.2	4	21	-15	-5	14	11	-4	0
> Cc1nc2cc(C(=O)OCC(=O)N(CC(C)C)C3CCS(=O)(=O)C3)ccc2n1-c1ccccc1 (stereo not given)
  -6	0.9	-3.9	12	3	i	-10	2	-5	-5	-2
> CC(C)C[C@@H](C(=O)O)N(Cc1cccc(CN([C@@H](CC(C)C)C(=O)O)S(C)(=O)=O)c1)S(C)(=O)=O
  -10	-0.4	-3.1	/	/	0	2	8	-8	-4	-5
> CCN(CC(=O)Nc1ccc(NC(C)=O)cc1)C(=O)/C=C/c1cn(Cc2ccccc2)nc1-c1cccnc1
  -10	0.6	-0.4	4	0	1	-12	-19	-10	-9	-7
> COc1ccc(C2c3[nH]c4ccccc4c3C[C@H]3C(=O)N(C4CCN(Cc5ccccc5)CC4)CC(=O)N23)cc1OC (stereo not given in full)
  -9	-0.9	1.3	-20	1	7	-12	-6	1	1	1
